Compound activity deposited in PubChem BioAssay by ICCB-Longwood Screening Facility, Harvard Medical School.
Polio RdRp inh = poliovirus RNA polymerase inhibition; % elongation, % (compound at 16.7 µg/mL); 0.66% of 150,000 active; poliovirus polymerase elongation, fluorescence polarization; stronger effect = lower value; P03300; in the data active = % elongation below about 90%; note: some results filed as inactive read as strong as hits
Target sequence (P03300 1749-2209 limits assumed): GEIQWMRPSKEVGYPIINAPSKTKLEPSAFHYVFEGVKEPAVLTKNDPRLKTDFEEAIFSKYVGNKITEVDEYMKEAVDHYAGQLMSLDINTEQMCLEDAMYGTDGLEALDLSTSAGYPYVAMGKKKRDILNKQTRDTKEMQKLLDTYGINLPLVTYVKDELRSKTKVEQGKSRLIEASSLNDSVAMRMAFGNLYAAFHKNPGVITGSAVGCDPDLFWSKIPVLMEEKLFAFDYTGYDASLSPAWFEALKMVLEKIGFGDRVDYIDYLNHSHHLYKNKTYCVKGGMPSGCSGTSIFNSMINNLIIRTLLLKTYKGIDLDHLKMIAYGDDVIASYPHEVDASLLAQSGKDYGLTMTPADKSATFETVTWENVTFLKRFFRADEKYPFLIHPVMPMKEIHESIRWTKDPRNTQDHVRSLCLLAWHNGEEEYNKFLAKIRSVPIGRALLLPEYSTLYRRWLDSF
Polio RdRp inh FP z-score = also measured in Polio RdRp inh; calls as there; z-score; measured here: FP z-score; hits read low
Starred values were filed as active, the others as inactive; & = joins results of further samples.

Order of results: Polio RdRp inh | Polio RdRp inh FP z-score
CCC1CN(C(=O)NCc2cccc(OC)c2)c2cc(Cl)ccc2O1 (stereo not given)
→ 106 | -0.1
CC(C)(C)NC(=O)c1cccc(NC(=O)CCC(=O)O)c1
→ 102 | 0.1
CC1CN(C(=O)C(C)N2CCc3ccccc32)CC(C)O1 (stereo not given)
→ 107 | 0.6
O=C(O)c1ccccc1-c1ncc(-c2ccccc2)o1
→ 101 | 0.2
Cc1ccc(C)c(NC(=O)c2ccccc2)c1
→ 103 | 0.2
Cc1onc(-c2ccccc2)c1C(=O)OCC(=O)Nc1ccccc1
→ 104 | 0.1
COc1ccc(-c2nn(-c3ccccc3)cc2C2NC(=O)NC(C)=C2C(=O)OC(C)C)cc1Cl (stereo not given)
→ 104 | -0.2
O=C(O)Cn1nnnc1SCC(=O)Nc1ccccc1F
→ 103 | 0.5
COc1cccc(N2CC(NC(=O)c3cccc(OC)c3OC)CC2=O)c1 (stereo not given)
→ 98 | -1.9
COc1ccc2cc(CN(CC(N)=O)C(C)C)c(Cl)nc2c1
→ 110 | 0.1
O=S(=O)(c1ccccc1)c1nc(-c2ccccc2Cl)oc1Nc1ccc(N2CCOCC2)cc1
→ 102 | 0.2
Cc1ccc(/C=C/C2=CC(=C(C#N)C#N)CC(C)(C)C2)o1
→ 151 | 8
COc1ccc(NC(=O)C2CCN(C(=O)c3sc4nc[nH]c(=O)c4c3C)CC2)cc1Cl
→ 110 | 0.5
COc1ccc(-n2nnnc2SCc2cc(=O)oc3cc(O)ccc23)cc1
→ 100 | -0.5
CSc1ccccc1N1C(=O)C2CC=CCC2C1=O (stereo not given)
→ 100 | -0.6
O=C(CO)Nc1ccccc1Sc1ccccc1
→ 100 | -0.3
Cc1ccc(C)c(NC(=S)N2CCC(c3nc4ccccc4o3)CC2)c1
→ 104 | 0.6
CC1CC(C)CN(C(=O)CSc2nc3cc4c(cc3c(=O)n2CCC2=CCCCC2)OCO4)C1 (stereo not given)
→ 99 | -0.7
CCOc1ccc(Nc2cc(C(=O)NCc3ccco3)c3ccccc3n2)cc1
→ 100 | -0.3
COc1ccc2oc(=N)c(-c3nc4ccccc4[nH]3)cc2c1
→ 103 | 0.2

(cont.)
Order of results: Polio RdRp inh | Polio RdRp inh FP z-score
Cc1ccccc1C(=O)Nc1sc2c(c1C(N)=O)CCC2
→ 104 | 0.3
COC(=O)c1ccccc1NC(=O)CSc1n[nH]c(CC(C)C)n1
→ 104 | -0.3
O=C(Cc1ccccc1)NC(=S)Nc1ccccc1O
→ 102 | 0.3
COc1ccc(Cl)cc1NC(=O)N1CCN(S(=O)(=O)c2ccc3c(ccn3C)c2)CC1
→ 100 | -1.6
NC(=O)C[n+]1ccn2c(NC3CCCCC3)c(-c3ccccc3O)nc2c1
→ 76 | -3.3
CC(C)CSc1nnc2n(-c3ccccc3)c(=O)c3ccccc3n12
→ 103 | 0.2
COc1ccc(C(=O)CCC(=O)N2CCN(c3ccccc3)CC2)cc1
→ 100 | 0
COc1cc2c(cc1OC)C(COc1ccc3c(C)cc(=O)oc3c1)N(C(=O)c1cc(Cl)ccc1OC)CC2 (stereo not given)
→ 108 | 0.9
Cc1ccc(-c2cn3c(n2)sc2cc(C(=O)NCCCN4CCCCCC4)ccc23)cc1
→ 103 | -0.6
COC(=O)c1sccc1OCc1nnc(-c2ccc(OC)cc2)o1
→ 102 | 0
COc1ccc(OC)c(NC(=O)CSC2=Nc3ccccc3C3=NC(CC(=O)NCc4ccc(F)cc4)C(=O)N23)c1 (stereo not given)
→ 104 | -0.6
CC1(C)C=C(c2c[nH]c(C3=CC(C)(C)NC(C)(C)C3)c2)CC(C)(C)N1
→ 103 | 0
O=S1(=O)CCC(S(=O)(=O)NC2CCCC2)C1 (stereo not given)
→ 101 | 0
CCOC(=O)C1=C(CC)Nc2ccccc2N=C1N=Cc1c(O)n(CC)c(=S)n(CC)c1=O
→ 106 | 0.4
Cc1ccccc1CSc1nnc(Cn2c(=O)sc3ccccc32)n1C
→ 102 | 0.7
CCOc1ccc(C(=O)Nc2cccc(-c3nc4cc(Cl)cc(Cl)c4o3)c2)cc1
→ 113 | 1.5
COC(=O)c1c(NC(=O)COc2c(C)cccc2C)sc2c1CCCC2
→ 106 | 0.6
N#Cc1ccc(/C=N/c2oc(-c3ccco3)c(-c3ccco3)c2C#N)cc1
→ 104 | 0
CN1CCCN(C(=O)c2csc3ccccc23)CC1
→ 105 | 1.3
CC(=O)c1cc(-c2ccccc2)n(CC(=O)NCCc2ccc(C)cc2)c1C
→ 103 | -0.1

Following part
Order of results: Polio RdRp inh | Polio RdRp inh FP z-score
COc1ccc(Cl)cc1NS(=O)(=O)c1ccc2c(c1)NC(=O)CC(=O)N2
→ 109 | 1.3
COC(=O)/C(=C(/O)CSc1nnc(Cc2csc(C)n2)o1)c1nc2ccccc2[nH]1
→ 101 | -0.5
O=C(CSCc1ccccc1)Nc1nccs1
→ 101 | -0.1
COc1ccc(CNC(Cc2ccccc2)c2ccccc2)c(OC)c1C (stereo not given)
→ 106 | 0.4
N#CC1=C(N)Sc2oc(-c3ccccc3)cc(=O)c2C1c1ccccc1Cl (stereo not given)
→ 104 | 0.3
Cc1ccc(S(=O)(=O)c2nnn(CC(=O)Nc3ccccc3C)c2N)cc1C
→ 107 | 0.4
O=C(NC(=S)N1CCCc2ccccc21)c1ccco1
→ 96 | -0.6
Cc1c(OC(=O)c2ccco2)ccc2c1CCCC2
→ 103 | 0.7
CCOC(=O)c1c(C)[nH]c(C(=O)C(C)Sc2nnnn2-c2cc(C)ccc2OC)c1C (stereo not given)
→ 100 | -0.2
COc1ccc(OCCSc2nnc3sc4ccccc4n23)cc1
→ 105 | 0.5
CCOc1cccc(CC(=O)N2CCc3c([nH]c4ccccc34)C2c2ccc(Cl)cc2)c1OCC (stereo not given)
→ 107 | -0.1
CCCOc1ccc(C(=O)c2nc3c(n2O)CCCCC3)cc1
→ 102 | 0.5
Cc1cccc(NC(=O)c2ccccc2NC(=O)CN2CSCC2=O)c1
→ 102 | -0.1
CCN(CC(=O)NCc1ccc(F)cc1)C(=O)C1CC1C (stereo not given)
→ 106 | 0.6
CN(CC(=O)N1CCN(c2ccccc2)CC1)S(=O)(=O)c1cc2c(cc1Cl)NC(=O)CO2
→ 99 | -0.1
COc1ccc(C2c3c(oc4ccccc4c3=O)C(=O)N2Cc2ccncc2)cc1 (stereo not given)
→ 100 | -0.3
COc1cc(OC)cc(C(=O)Nc2ccccc2N2CCN(C)CC2)c1
→ 101 | 0.3
CCN(CC)C(C(=O)NC1CCCCC1)c1ccc(OC)cc1 (stereo not given)
→ 101 | 0.2
COc1ccc(Cn2ccnc2SCC(=O)NCc2ccco2)cc1
→ 105 | -0.5
Cc1cc(C)c(C)c(S)c1C
→ 101 | -0.4

The list continues:
Order of results: Polio RdRp inh | Polio RdRp inh FP z-score
COC(=O)C1C(c2ccc(OC)cc2)C(C(=O)OC)S(=O)(=O)CS1(=O)=O (stereo not given)
→ 107 | 0.5
COc1ccc(Cl)cc1NC(=O)CSC1=Nc2ccccc2C2=NC(CCC(=O)NCc3ccc(F)cc3)C(=O)N12 (stereo not given)
→ 116 | 1
CC1=CC(=O)N(CCc2c[nH]c3ccc(OCc4ccccc4)cc23)C1=O
→ 106 | 0.3
O=C(CSc1n[nH]c(-c2ccccc2Cl)n1)N1CCN(c2ccccc2)CC1
→ 110 | 0.4
O=C(Cn1ncn2c(cc3cc(F)ccc32)c1=O)NC1CCCCC1
→ 107 | 0.4
Cc1cc(C)c(NC(=O)c2nc3ccccc3nc2N2CCCCC2)c(C)c1
→ 113 | 1.2
CCOc1ccc(NC(=O)C(NC(=O)C2CCC(C)CC2)C(C)C)cc1 (stereo not given)
→ 106 | 0.2
CNS(=O)(=O)c1cccs1
→ 102 | 0.4
COc1ccc2cc3cc(C(=O)NCCN(C)C)oc3nc2c1
→ 96 | -3.2
Cn1c(=NC(=O)C2=NNC(=O)CC2)sc2ccccc21
→ 98 | -0.7
O=C(COc1ccc2oc3ccccc3c2c1)NCCc1ccccn1
→ 99 | -0.5
CN(C)c1ccc(CN(CC2CCCO2)C(=O)COc2ccccc2)cc1 (stereo not given)
→ 100 | -1.1
COC(=O)c1c(SC)[nH]c2ccccc2c1=O
→ 102 | 0.2
CCC(=O)N1CCc2cc(S(=O)(=O)N(CC)CC)ccc21
→ 104 | 0.6
COc1ccc(Cl)cc1S(=O)(=O)Nc1cccc(-c2ccc(N3CCOCC3)nn2)c1
→ 103 | -0.6
COc1ccc(CC(CC(=O)O)C(=O)NCc2ccccc2)cc1 (stereo not given)
→ 105 | 0.8
O=C(Nc1c(C(=O)N2CCN(Cc3ccccc3)CC2)oc2ccccc12)c1ccccc1
→ 101 | -0.3
CCc1ccc2occ(CC(=O)Nc3ccc(F)cc3)c2c1
→ 102 | -0.2
Cc1cccc(/C=C2\Sc3ccc(C(=O)NC(C)C)cc3N(C)C2=O)c1
→ 101 | -0.4
O=S(=O)(c1ccccc1)n1cnc2ccccc21
→ 100 | 0.2

Remaining list, next part:
Order of results: Polio RdRp inh | Polio RdRp inh FP z-score
O=C(OCN1C(=O)c2ccccc2C1=O)c1ccc(Cl)cc1
→ 99 | -0.3
O=C(Nc1ccccc1-c1nc2ccccc2[nH]1)c1ccc(F)cc1F
→ 103 | 0.4
Cc1cccn2c(=O)c(C=Nc3ccc(Cl)cc3)c(Sc3ccccc3)nc12
→ 97 | -0.6
CC1Cc2ccccc2N1C(=O)Nc1ccc(Cl)c(Cl)c1 (stereo not given)
→ 98 | -0.5
Cc1ccc(OCC(=O)NC2CC(C)(C)NC(C)(C)C2)c(C)c1
→ 101 | -0.1
COc1ccc(NC(=O)C(NC(=O)/C=C\c2ccc3c(c2)OCO3)c2ccccc2)cc1 (stereo not given)
→ 105 | 0.2
COc1ccccc1C(=O)NCCOc1ccc(C)c(C)c1
→ 109 | 0.6
COc1ccc(-c2noc(CSCC(=O)Nc3cc(OC)c(OC)c(OC)c3)n2)cc1OC
→ 107 | 0
CCC1CC(/C(C)=N/NC(N)=O)OC1=O (stereo not given)
→ 99 | -1
COc1ccc(NC(=O)c2ccco2)cc1NC(=S)NC(=O)Cc1ccccc1
→ 100 | -1.1
CCN1C(=O)c2ccc(Oc3ccc4c(c3)C(=O)N(CC)C4=O)cc2C1=O
→ 101 | 0.1
Cc1ccc2oc3c(c(=O)c2c1)C(c1ccccc1F)N(CCCN1CCOCC1)C3=O (stereo not given)
→ 109 | 0.7
COc1cccc(OCC2CCCNC2)c1 (stereo not given)
→ 104 | 0.7
Fc1ccc(CSC(=S)N2CCN(C(=S)SCc3ccc(F)cc3)CC2)cc1
→ 105 | 0.4
N#CC(c1ccc2c(c1)OCO2)N1CCN(C(C#N)c2ccc3c(c2)OCO3)CC1 (stereo not given)
→ 100 | -0.5
Cc1ccccc1-c1nc(C#N)c(NC2CCCCC2)o1
→ 99 | -0.4
O=C1Nc2ccccc2/C1=N\N=C\C1=C(N2CCOCC2)C(=C\c2ccccc2)/CC1
→ 100 | -0.1
CCCCOc1ccc(CNC(=O)CN2C(=O)CCn3nc(-c4cn(C)c5ccccc45)cc32)cc1
→ 100 | -1.8
CCCn1c2ccccc2c2cnn(CC(=O)NCC3CCN(Cc4ccccc4C)CC3)c(=O)c21
→ 104 | -0.5
CC(=O)N(c1ccccc1)c1nc(COC(=O)/C=C/c2cccs2)cs1
→ 102 | -0.1

Shown with each value named: part of the list above.
> CC(=O)c1cc(-c2ccccc2)n(CC(=O)NCCc2ccc(C)cc2)c1C
- Polio RdRp inh: 103
- Polio RdRp inh FP z-score: -0.1
> CC1CC(C)CN(C(=O)CSc2nc3cc4c(cc3c(=O)n2CCC2=CCCCC2)OCO4)C1 (stereo not given)
- Polio RdRp inh: 99
- Polio RdRp inh FP z-score: -0.7

Following part.
Order of results: Polio RdRp inh | Polio RdRp inh FP z-score
O=C1N=C2C=CC=CN2C(=O)C1Cc1ccccc1 (stereo not given)
→ 103 | 0.3
CCc1ccc(/C=C(/C#N)C(=O)OC)s1
→ 104 | 0.7
O=C(OCc1cn2cc(Cl)ccc2n1)C1COc2ccccc2O1 (stereo not given)
→ 104 | 0.1
C=CCN(C(=O)Cc1nc(-c2ccc(OC)cc2)no1)c1ccccc1
→ 101 | -0.5
CCOCCCNC(=O)C1CCCN(Cc2nc(-c3ccc(CC)cc3)oc2C)C1 (stereo not given)
→ 106 | 0.1
CCOc1cc(N2CCOCC2)c(OCC)cc1NC(=O)CSc1ncccn1
→ 104 | 0.2
O=C(CCCCCn1c(=O)c2sccc2n(CC(=O)Nc2ccccc2F)c1=O)NCc1ccc2c(c1)OCO2
→ 109 | 0.7
CCc1ccc(-n2c(=O)c3c4c(sc3n(CC(=O)NC(C)CC)c2=O)CCCC4)cc1 (stereo not given)
→ 103 | -1
COc1ccc(OC)c(Nc2ncnc3c2nc2n3CCCC2)c1
→ 113 | 1.4
CC(C)(C)CC(C)(C)NS(=O)(=O)c1ccc(F)cc1
→ 102 | 0.3
CCN(CC)C(=O)Cn1cc(SCC(=O)Nc2ccccc2C)c2ccccc21
→ 102 | -0.6
O=C1NC(=O)C(c2ccccc2[N+](=O)[O-])=C1Nc1ccc(O)c(Cl)c1
→ 101&100 | -0.1&0
Cc1cccc(OCCSc2nc3ccccc3n2CC(=O)N2CCOCC2)c1
→ 109 | 0.4
Cc1ccc(C2c3c(oc4ccccc4c3=O)C(=O)N2c2nnc(C)s2)cc1 (stereo not given)
→ 107 | 0.7

An excerpt from above in order of molar mass, ascending:
Order of results: Polio RdRp inh | Polio RdRp inh FP z-score
CC(C)(C)CC(C)(C)NS(=O)(=O)c1ccc(F)cc1
→ 102 | 0.3
COc1ccc(OC)c(Nc2ncnc3c2nc2n3CCCC2)c1
→ 113 | 1.4
Cc1ccc(C2c3c(oc4ccccc4c3=O)C(=O)N2c2nnc(C)s2)cc1 (stereo not given)
→ 107 | 0.7
CCN(CC)C(=O)Cn1cc(SCC(=O)Nc2ccccc2C)c2ccccc21
→ 102 | -0.6
CCOCCCNC(=O)C1CCCN(Cc2nc(-c3ccc(CC)cc3)oc2C)C1 (stereo not given)
→ 106 | 0.1
CCc1ccc(-n2c(=O)c3c4c(sc3n(CC(=O)NC(C)CC)c2=O)CCCC4)cc1 (stereo not given)
→ 103 | -1
O=C(CCCCCn1c(=O)c2sccc2n(CC(=O)Nc2ccccc2F)c1=O)NCc1ccc2c(c1)OCO2
→ 109 | 0.7

Not all compounds are listed; the hit share may differ from the screen's.
